# 12-LOX inh – blocks human arachidonate 12S-lipoxygenase; hit rate 1.1% among 580,000; P18054; AID 1671190; Potency, µM (highest dose often 108 µM), for inactives: at the top dose activity change, negative = inhibition, actives largely listed as inhibitors; purified 12hLO, xylenol orange hydroperoxide absorbance; active = well fitted inhibition curve with a large enough effect; inconclusive = small, poorly fitted or top-dose-only effect, or another doubt; inactive = no such curve, though single readings can be large or run the other way; note: potency is the fitted concentration of half-maximal effect
# Target sequence (P18054 whole entry, looked up): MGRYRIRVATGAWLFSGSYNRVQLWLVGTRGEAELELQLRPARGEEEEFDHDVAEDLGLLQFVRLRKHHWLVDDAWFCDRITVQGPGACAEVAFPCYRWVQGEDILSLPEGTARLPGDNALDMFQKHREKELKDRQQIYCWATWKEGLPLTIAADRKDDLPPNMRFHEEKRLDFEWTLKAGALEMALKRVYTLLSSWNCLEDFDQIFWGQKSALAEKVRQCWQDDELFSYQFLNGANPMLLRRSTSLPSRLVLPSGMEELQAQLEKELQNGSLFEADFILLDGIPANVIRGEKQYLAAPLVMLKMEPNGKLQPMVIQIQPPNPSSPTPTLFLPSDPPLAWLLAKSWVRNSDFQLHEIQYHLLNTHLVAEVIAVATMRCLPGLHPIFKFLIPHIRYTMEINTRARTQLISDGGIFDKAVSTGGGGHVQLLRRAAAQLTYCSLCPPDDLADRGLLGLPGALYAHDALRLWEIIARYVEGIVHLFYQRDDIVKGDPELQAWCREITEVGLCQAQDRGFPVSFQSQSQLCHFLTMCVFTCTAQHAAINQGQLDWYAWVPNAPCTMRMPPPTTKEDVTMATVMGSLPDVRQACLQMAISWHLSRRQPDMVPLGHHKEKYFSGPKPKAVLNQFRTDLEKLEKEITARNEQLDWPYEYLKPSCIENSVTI
#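 Hydroperoxide product was detected by ferrous iron/xylenol orange as the 573 to 405 nm absorbance ratio. Arachidonic acid at 40 uM (final) was turned over for 30 min at room temperature by 150 nM human 12hLO, pH 7.0 Hepes buffer, after 15 min compound preincubation.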
# LDHA inh – LDHA (human) enzyme inhibition; purified LDHA, NADH/diaphorase-resazurin fluorescence; hits give low values; activity change, % (values are at about 110 or 230 µM); hit rate 0.15% among 480,000; in the data active = activity change below about -30%; inconclusive = mostly about -25% to -30%;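 note: plate controls were DMSO wells for no effect and wells without enzyme for full effect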
#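 Human LDH5 at 2 nM final in Tris HCl pH 7.4 with 0.06 mM NADH and 0.2 mM pyruvate, reacted 5 minutes at room temperature. Remaining NADH coupled via diaphorase/resazurin; resorufin fluorescence read at 0 and 20 minutes, normalized to enzyme-free and DMSO wells.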
# * = called active by the depositor; ? = inconclusive; [ ] = dose if it differs, or a comment. Unless noted, % is set by controls: 0 for no effect and ±100 for the full control effect.
SMILES	12-LOX inh	LDHA inh
COc1ccc(C2(c3ccc(Cl)cc3)CCCCC2)cc1	?	1
O=[N+]([O-])c1ccc(N2CCN(c3ccccc3)CC2)c2ccncc12	-7%	5
Cc1nn(C)c(C)c1CC(=O)N1CCN(S(=O)(=O)c2c(C)noc2C)CC1	1%	-7
COC(=O)c1ccc(C)c(NC(=O)Cc2ccc(OC)cc2OC)c1	?	0
S=C(NCc1ccccc1)N/N=C/c1cccc(OCCOc2ccc(Br)cc2)c1	-3%	-1
COc1ccc(C(=O)Nc2ccc3oc(-c4ccccc4F)cc(=O)c3c2)cc1OC	0%	3
O=c1oc2cc(OCCN3CCN(CCO)CC3)ccc2cc1-c1ccccc1	?	8
Cc1cccc(/C=C(/C(=O)N(C)Cc2ccccc2)c2cccs2)c1	0%	8
CCc1cc(=O)n(CC(=O)Nc2ccc(C)cc2C)c(-c2ccccc2)n1	2%	3
Cc1ccccc1-c1nc(CS(=O)(=O)CC(=O)NCc2ccccc2Br)c(C)o1	-29%	11
Cc1ccc(Nc2nc(-c3cccc([N+](=O)[O-])c3)cs2)cc1C	?	-14
CC(C)CCNC(=O)CCC(=O)NC(C)(C)C	0%	6
CC1CCN(C(=O)Cn2cc(SCc3ccc(C(F)(F)F)cc3)c3ccccc32)CC1	-17%	7
Cc1ccc(Nc2nc(NC3CCCC3)nc3c2cnn3C)cc1C	?	11
O=c1cc(Cn2nnc(-c3ccccc3)n2)nc2sccn12	?	-1
Cc1ccc(NS(=O)(=O)c2ccc(F)cc2F)cc1S(N)(=O)=O	-15%	-8
Cc1c(CC(=O)N2CCCC2)c(=O)oc2cc(O)ccc12	-3%	13
O=C(CSc1ccc2ccccc2n1)Nc1ccc2c(c1)CCC2	11%	4
CCCn1c(Cn2ccnc2C)nc2cc(NC(=O)c3cc(OC)c(OC)c(OC)c3)ccc21	15%	2
CCCCn1c(Oc2ccccc2Cl)nc2c1c(=O)n(C)c(=O)n2C	0%	-7
CC(C)(CNC(=O)c1cc(-c2ccc3c(c2)CCCC3)on1)N1CCOCC1	-5%	8
N#Cc1ncn(Cc2noc(-c3ccc(F)cc3)n2)n1	14%	-6
Cc1cnc2c(S(=O)(=O)NC(c3cccs3)C(C)C)cccc2c1 (stereo unspecified)	-10%	11
O=C(O)c1ccc(CNC2CCCCC2)cc1	?	-3
O=C(CCCOC(=O)c1c(Cl)ccc(Cl)c1Cl)c1ccc(Br)cc1	?	4
COc1ccc(N(C(=O)C23CC4CC(CC(C4)C2)C3)C2C=CS(=O)(=O)C2)cc1 (stereo unspecified)	-2%	14
CCc1ccc(C(=O)C(C)OC(=O)c2ccc(OCC(N)=O)cc2)cc1 (stereo unspecified)	1%	1
COc1cc(NC(=O)c2ccc(N3C(=O)CCS3(=O)=O)cc2)cc(OC)c1OC	3%	51
CCCN1C(=O)C2(C(=C(O)c3ccc(OCC)cc3)C(=O)C(=O)N2CCOC)c2ccccc21 (stereo unspecified)	?	13
CNc1snc(C)c1C(=O)N(C)CCOc1ccccc1Cl	1%	-1
O=C(CCc1ncc(-c2ccc(F)cc2F)o1)NC1CCN(Cc2ccccc2)C1 (stereo unspecified)	-21%	-4
Cc1ccccc1-c1nnn(CC(=O)N2N=C(c3cccs3)CC2c2cccs2)n1 (stereo unspecified)	-29%	-2
COc1ccc(NC(=O)c2cc(=O)c3cc(C)ccc3o2)cc1OC	-11%	7
COc1cccc(Oc2coc3cc(OC(=O)c4ccc([N+](=O)[O-])cc4)ccc3c2=O)c1	?	-8
CNc1nc(-c2cc(C)n(-c3c(C)n(C)n(-c4ccccc4)c3=O)c2C)cs1	?	12
Cn1c(=O)c2[nH]c(N3CCN(C(=O)C4CC4)CC3)nc2n(C)c1=O	-28%	4
Cc1cc(N)ccc1C(C)C	?	4
Cc1ccccc1C1CC(=O)NC(SCC(=O)Nc2cccc(C(F)(F)F)c2)=C1C#N (stereo unspecified)	1%	2
COc1ccc(C(=O)Nc2cccc3ccc(C)nc23)cc1Cl	7%	7
CCNc1nc(NCC)nc(Oc2ccc(C(=O)OCC)cc2)n1	4%	-5
CCC(C)NCc1ccc(C)cc1 (stereo unspecified)	10%	-2
COc1ccc2c(C)c(CCC(=O)N3CCCC3)c(=O)oc2c1	13%	8
CC1(C)CC(CCN2CCC(Cc3ccccc3)CC2)(c2cccc(C(F)(F)F)c2)CCO1 (stereo unspecified)	?	-15
CCc1c(C)sc(NC(=O)/C=C/c2ccc(OC)cc2)c1C#N	-29%	-11
Cc1sc(NC(=O)CC(C)C)c(C#N)c1C	?	4
CCN(CCCNC(=O)Cn1nc(Cc2ccncc2)c2ccccc2c1=O)c1cccc(C)c1	-11%	19
CCCCn1c(=O)[nH]c(=O)c2c1nc(COC(=O)C1CCCCC1)n2CC	-24%	-2
O=C1CC(C(=O)Nc2ccc(F)c(F)c2)n2nc(-c3ccccc3)cc2N1 (stereo unspecified)	-4%	-13
CC(C)c1nnc2sc(-c3cc4ccccc4[nH]3)nn12	?	0
CCCn1nc(C(=O)Nc2ccc(F)c(S(=O)(=O)N3CCOCC3)c2)c2ccccc2c1=O	?	14
O=C(Nc1ccccc1Br)C1=C(c2ccccc2)S(=O)(=O)CCO1	-4%	10
CCOC(=O)c1oc2cc(OC(=O)CC)ccc2c(=O)c1-c1nc2ccccc2s1	?	10
O=C(CCCN1C(=O)C(c2ccccc2)Oc2cccnc21)NCCc1ccccc1 (stereo unspecified)	9%	-8
COc1ccc(NS(=O)(=O)c2cccc(C(=O)N3CCc4sccc4C3)c2)cc1	-38%	-2
O=C(O)C(Br)Cc1ccc(Cl)cc1Cl (stereo unspecified)	?	28
O=C(Nc1ccc(F)cc1)C(CCc1ccccc1)N1CCN(Cc2c(F)cccc2Cl)CC1 (stereo unspecified)	?	2
Cc1ccc(C)c(NC(=O)N2CCN(c3nc(C)cc(N4CCOCC4)n3)CC2)c1	?	8
CC(C)(C)c1ccc(-c2csc(NC(=O)COCc3nc4ccccc4c(=O)[nH]3)n2)cc1	?	14
CCc1ccc(-c2csc(-c3nc(-c4ccc(C)cc4C)cs3)n2)cc1	-13%	12
CC1(C)Cc2c(sc3ncn4nc(C(=O)NCc5ccco5)nc4c23)CO1	4%	3

# (list continues)
SMILES	12-LOX inh	LDHA inh
CN(Cc1ccc(C(=O)NC2CC2)cc1)S(=O)(=O)c1ccc2c(c1)CCCC2	28%	-13
COc1cc(/C=C(\C#N)c2cccc(Cl)c2)c(Br)cc1OCc1ccc(F)cc1	4%	4
O=C(COc1ncnc2ccccc12)Nc1ccccc1	?	-4
COc1ccccc1OCC(=O)Nc1nn2cc(-c3ccccc3)nc2s1	?	0
Cc1cc(C)c(C(=O)C(C)n2cnc3c2c(=O)n(C)c(=O)n3C)cc1C (stereo unspecified)	-3%	2
Cc1ccc(NC(=O)c2cc(Cl)ccc2Cl)nc1	-2%	0
Cc1nonc1NC(=O)COc1ccc(C(C)C)cc1	-1%	-8
O=c1oc2ccccc2c(NCc2ccccc2)c1NS(=O)(=O)c1ccc(F)c(F)c1	-22%	-2
C=CCc1c(O)ccc2oc(-c3ccccc3)cc(=O)c12	?	10
COc1cccc(C(Nc2ccccc2)c2ccc3ccc(C)nc3c2O)c1 (stereo unspecified)	-21%	4
Cc1cc(NC2CC(C)(C)NC(C)(C)C2)nc(C(C)C)n1	55%[activator]	7
O/N=C/c1cccc(OCc2ccncc2)c1	-15%	-1
Cc1[nH]c2ccccc2c1C1c2ccccc2C(=O)N1CCC(C)C (stereo unspecified)	?	2
CCOC(=O)c1cc2cc(Cl)ccc2[nH]1	-15%	-10
O=C(/C=C/c1ccccc1O)c1ccc(Br)cc1	-70%	0
Cc1ccc(S(=O)(=O)N2CCN(CC(=O)NC(C)c3cccs3)CC2)cc1 (stereo unspecified)	0.71µM*	4
CCNC(=O)NC(=O)COC(=O)CCCc1c[nH]c2ccccc12	-9%	7
O=C(O)c1ccc(F)c(S(=O)(=O)N2CCCC2)c1	-8%	0
CCOc1ccccc1C(=O)Nc1ccc(OCC)c2ncccc12	?	-16
CN(C)S(=O)(=O)c1ccc(Cl)c(C(=O)Nc2ccc(Cl)c3cccnc23)c1	?	-25

# An excerpt of these results, with values under each structure:
# The line under a structure holds: 12-LOX inh | LDHA inh
> CN(Cc1ccc(C(=O)NC2CC2)cc1)S(=O)(=O)c1ccc2c(c1)CCCC2
  28% | -13
> COc1cc(/C=C(\C#N)c2cccc(Cl)c2)c(Br)cc1OCc1ccc(F)cc1
  4% | 4
> O=C(COc1ncnc2ccccc12)Nc1ccccc1
  ? | -4
> COc1ccccc1OCC(=O)Nc1nn2cc(-c3ccccc3)nc2s1
  ? | 0
> Cc1cc(C)c(C(=O)C(C)n2cnc3c2c(=O)n(C)c(=O)n3C)cc1C (stereo unspecified)
  -3% | 2
> Cc1ccc(NC(=O)c2cc(Cl)ccc2Cl)nc1
  -2% | 0
> Cc1nonc1NC(=O)COc1ccc(C(C)C)cc1
  -1% | -8
> O=c1oc2ccccc2c(NCc2ccccc2)c1NS(=O)(=O)c1ccc(F)c(F)c1
  -22% | -2
> C=CCc1c(O)ccc2oc(-c3ccccc3)cc(=O)c12
  ? | 10
> COc1cccc(C(Nc2ccccc2)c2ccc3ccc(C)nc3c2O)c1 (stereo unspecified)
  -21% | 4
> Cc1cc(NC2CC(C)(C)NC(C)(C)C2)nc(C(C)C)n1
  55%[activator] | 7
> O/N=C/c1cccc(OCc2ccncc2)c1
  -15% | -1
> Cc1[nH]c2ccccc2c1C1c2ccccc2C(=O)N1CCC(C)C (stereo unspecified)
  ? | 2
> CCOC(=O)c1cc2cc(Cl)ccc2[nH]1
  -15% | -10
> O=C(/C=C/c1ccccc1O)c1ccc(Br)cc1
  -70% | 0
> Cc1ccc(S(=O)(=O)N2CCN(CC(=O)NC(C)c3cccs3)CC2)cc1 (stereo unspecified)
  0.71µM* | 4

# Continuation:
SMILES	12-LOX inh	LDHA inh
O=C(O)C1(c2ccc(Cl)cc2)CCCC1	0%	-3
CC(Cc1c[nH]c2ccccc12)NC(=O)C1CCN(c2nc(Cl)nc3nc[nH]c23)CC1 (stereo unspecified)	-14%	6
COc1ccc(C(=O)O)c(Br)c1	-29%	2
CCC(C(=O)Nc1ccc(C)c(OCc2cc(=O)n3ccc(C)cc3n2)c1)c1ccccc1 (stereo unspecified)	1%	5
CCOc1ccccc1NS(=O)(=O)c1ccc(-c2cnc(C)o2)cc1	15%	-8
O=C(O)C(=O)CCc1cccs1	?	-6
COC(=O)CC(NC(=O)C12CC3CC(CC(C3)C1)C2)C(=O)OC (stereo unspecified)	-39%	-10
CCOC(=O)c1cc(NCc2c(Cl)cccc2Cl)ccc1N1CCOCC1	3%	2
Cc1nc(-c2cccs2)c(CC(=O)NCCc2ccccc2F)s1	?	1
Cc1noc(-c2ccc(OCc3ccc(F)cc3)cc2O)c1-c1ccc(Br)cc1	?	-7
COC(=O)c1ccc(C2/C(=C(\O)c3cccc(OC)c3)C(=O)C(=O)N2c2ccccn2)cc1 (stereo unspecified)	1.1µM*	-1
CCOc1cc(Br)c2cc(C(=O)O)[nH]c2c1OC	0%	-11
COc1ccc(OC)c(-n2cnc3cc(C(=O)NCCC(C)C)ccc3c2=O)c1	-2%	8
CCN(CC)S(=O)(=O)NC(C)Cc1ccco1 (stereo unspecified)	-45%	-1
Cc1ccc(-c2nc(CN(C)CC(=O)N(C)C)co2)c(C)c1	6%	-4
CCC(=O)c1c[nH]c2ccccc12	1%	5
O=C(Nc1ccccc1F)C1CCN(c2nc3ccccc3o2)CC1	-18%	-3
CC1CCCN(CC2CCCCN2)C1 (stereo unspecified)	?	-1
COc1ccc2nc(SC3CC(=O)N(c4ccc(F)cc4)C3=O)nc(C)c2c1 (stereo unspecified)	1%	-4
Cc1nc(NCCC(C)C)sc1C(=O)Nc1ccccc1	?	-2
O=c1[nH]c(=O)n(Cc2cccnc2)c2c1CN(Cc1ccccc1)CN2	12%	7
c1ccc(CNNc2ccccc2)cc1	?	16
CC(Sc1nnc(C2CC2)n1C1CC1)C(=O)Nc1ccnn1C(C)C (stereo unspecified)	6%	1
O=C(NCC(=O)N(c1ccccc1)C1(C(=O)NC2CCCC2)CCCCC1)c1ccccc1	-12%	-7
CCOC(=O)c1ccc2[nH]c(CSCC(=O)Nc3ccc(F)c(Cl)c3)cc(=O)c2c1	-14%	1
COc1ccc(OC)c(C(=O)OCc2nc(N)c3ccccc3n2)c1	2%	7
Cn1nc(C(=O)Nc2cc(-c3cccc(F)c3)no2)c2c1-c1ccccc1OC2	-29%	-1
N#C/C(=C/c1cccc([N+](=O)[O-])c1)c1ccc(C(F)(F)F)cn1	?	2
COc1ccc(/C=C(\C#N)C(=O)N2CCOCC2)cc1	1%	10
COc1ccc(CN2C(=O)CCCC2(C)c2nc3ccccc3[nH]2)cc1 (stereo unspecified)	?	-5

# Only part of the results is shown; rates above refer to the full screens.
